Screening data from PubChem BioAssay.
EBV LMP1 NFkB = Epstein-Barr LMP1 NF-kappaB reporter inhibition. LMP1-induced NF-kappaB luciferase reporter cells, luminescence. inhibition, % at 12.5 µM. actives 0.69% (n = 350,000); in the data active = inhibition above about 41%;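 also: 0% = neutral control wells and 100% = reference inhibitor control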
NR5A2 inv ag = NR5A2 inverse agonism in reporter assay; O00482; HEK293T StAR-luciferase reporter, LRH-1 transfected, 24 h; inhibition, % at 3.6 µM; actives 0.13% (n = 360,000); AID 602396;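 active = inhibition above the mean inhibition of all tested compounds plus 3 SD, cut at about 73% in these data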;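 also: 0% = DMSO wells and 100% = reporter-only cells lacking LRH-1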
TWEAK Fn14 block = TWEAK-Fn14 signaling inhibition | inhibition, % at 10 µM | TWEAK-stimulated Fn14 reporter cells, luciferase luminescence, 8 h | AID 1159606 | actives 2% (n = 360,000); in the data active = inhibition above about 50%
NCOA3 inh = human NCOA3 inhibition. actives 0.17% (n = 360,000). Q9Y6Q9. HEK293 GAL4-SRC3 luciferase reporter, luminescence. inhibition, % at 3.6 µM. AID 588352;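 active = inhibition above a per-campaign cutoff, the mean of all compounds plus 3 SD, cut at about 60% in these data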;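 also: 0% = DMSO-treated cells and 100% = gossypol-treated cells at 36 µM; higher means less SRC3-driven luciferase light from the GAL4 reporter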
KKLEB tox = reduces viability of KKLEB cystic fibrosis airway cells; actives 0.36% (n = 360,000); activity change (cytotoxicity), % at 5 µM; KKLEB CF airway cells viability, ATPlite luminescence, overnight; active compounds read low; cells stimulated with P. aeruginosa culture filtrate;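 active = corrected activity change at or below -50% at 5 µM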
SRC1 inh = human NCOA1 inhibition; HEK293 GAL4-SRC1 luciferase reporter, luminescence; inhibition, % at 3.6 µM; actives 0.12% (n = 360,000); AID 588354; Q15788;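 active = inhibition above the campaign mean plus 3 SD, with each screening campaign given its own cutoff, cut at about 60% in these data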;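 also: 0% = DMSO treated cells and 100% = gossypol at 36 µM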
Target sequence (Q15788 whole entry, looked up, the tested form may be a part): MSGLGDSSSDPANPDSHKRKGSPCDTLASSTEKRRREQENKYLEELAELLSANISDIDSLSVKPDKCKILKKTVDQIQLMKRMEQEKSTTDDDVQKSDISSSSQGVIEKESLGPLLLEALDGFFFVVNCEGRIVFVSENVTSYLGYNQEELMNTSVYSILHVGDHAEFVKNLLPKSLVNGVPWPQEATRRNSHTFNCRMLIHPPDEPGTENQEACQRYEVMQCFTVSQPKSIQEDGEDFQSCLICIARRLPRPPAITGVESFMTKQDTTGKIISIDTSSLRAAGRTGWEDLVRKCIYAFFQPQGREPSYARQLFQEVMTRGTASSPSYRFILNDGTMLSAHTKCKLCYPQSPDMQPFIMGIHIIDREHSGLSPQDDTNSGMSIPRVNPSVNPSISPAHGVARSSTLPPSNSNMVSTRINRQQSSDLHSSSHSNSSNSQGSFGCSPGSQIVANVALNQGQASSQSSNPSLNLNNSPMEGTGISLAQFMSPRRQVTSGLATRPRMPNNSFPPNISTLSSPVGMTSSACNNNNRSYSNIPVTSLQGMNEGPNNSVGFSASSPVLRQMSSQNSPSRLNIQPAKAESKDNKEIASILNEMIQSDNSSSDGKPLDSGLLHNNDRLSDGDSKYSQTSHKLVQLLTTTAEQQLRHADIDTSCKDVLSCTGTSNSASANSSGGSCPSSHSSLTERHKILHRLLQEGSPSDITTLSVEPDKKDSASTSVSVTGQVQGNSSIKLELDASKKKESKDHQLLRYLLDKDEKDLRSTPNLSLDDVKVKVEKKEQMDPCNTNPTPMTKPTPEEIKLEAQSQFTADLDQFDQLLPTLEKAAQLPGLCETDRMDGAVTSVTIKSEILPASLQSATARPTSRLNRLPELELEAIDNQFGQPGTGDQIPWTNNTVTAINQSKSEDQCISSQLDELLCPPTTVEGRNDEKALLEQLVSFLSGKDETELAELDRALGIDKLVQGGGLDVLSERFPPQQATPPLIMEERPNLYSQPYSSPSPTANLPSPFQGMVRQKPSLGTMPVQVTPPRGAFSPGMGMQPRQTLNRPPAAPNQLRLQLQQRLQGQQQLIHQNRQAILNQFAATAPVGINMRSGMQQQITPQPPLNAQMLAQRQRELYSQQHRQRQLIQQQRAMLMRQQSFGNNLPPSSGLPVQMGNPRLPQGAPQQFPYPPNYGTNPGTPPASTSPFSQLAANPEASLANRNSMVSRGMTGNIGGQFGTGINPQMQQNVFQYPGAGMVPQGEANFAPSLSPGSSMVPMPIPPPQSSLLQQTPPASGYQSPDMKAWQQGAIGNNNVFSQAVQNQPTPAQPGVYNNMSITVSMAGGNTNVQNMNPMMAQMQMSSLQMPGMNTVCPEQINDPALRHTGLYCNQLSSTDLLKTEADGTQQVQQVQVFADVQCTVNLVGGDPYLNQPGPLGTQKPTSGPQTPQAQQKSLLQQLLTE
NR2F2 inh = inhibitors of human COUP-TFII (NR2F2). P24468. HEK293T NGFI-A luciferase reporter, luminescence. inhibition, % at 8.6 µM. actives 0.7% (n = 370,000);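 active = inhibition above a per-plate cutoff, mean inhibition of test wells between control levels plus 3 SD, cut at about 38% in these data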;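 also: cells cotransfected with COUP-TFII expression vector driving the NGFI-A reporter; 0% = median of COUP-TF2 test wells and 100% = reporter-only cells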
CF NFkB inh = cystic fibrosis NF-kB activation inhibition; KKLEB NF-kB-GFP reporter, PAF-induced, GFP fluorescence overnight; inhibition, % at 5 µM; actives 0.86% (n = 360,000); AID 588850;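 active = at least 50% inhibition at 5 µM, scaled per plate between neutral and stimulator controls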;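 also: PAF is a Pseudomonas aeruginosa culture filtrate used as stimulus; plate controls were PAF-stimulated DMSO wells for no effect and unstimulated DMSO wells for full effect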
TROY signal inh = blocks TROY-dependent signaling in reporter cells; Q293 LMP1-TROYcd NF-kB luciferase reporter, 4 h; actives 0.98% (n = 360,000); inhibition, % at 10 µM;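 active = compounds whose plate-normalised and pattern-corrected inhibition of the luciferase reporter signal at the single screening dose is 50% or more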
TRAIL sens C8 = caspase-8 TRAIL sensitization. NB7+C8 cells + TRAIL, ATPlite viability luminescence. inhibition (viability loss, TRAIL sensitization), % at 10 µM. actives 1% (n = 360,000). AID 624354;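 active = compounds causing at least 50% loss of cell viability in the single-dose screen, relative to plate controls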
Shn3 3UTR inh = reduces Shn3 3'UTR luciferase signal in osteoblasts | Clone20 osteoblast Shn3 3'UTR firefly luciferase, 24 h | inhibition, % at 12.5 µM | actives 0.52% (n = 360,000) | AID 588674;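 active = mean inhibition of at least 75% with every replicate also reaching 75%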;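 also: 0% = median of neutral control wells and 100% = pilot-screen positive control compound; some compounds past the cut are filed as inactive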
Numbers without * were called inactive; x = no result given.

Each structure is followed by: KKLEB tox | NCOA3 inh | TRAIL sens C8 | EBV LMP1 NFkB | SRC1 inh | CF NFkB inh | NR5A2 inv ag | Shn3 3UTR inh | TWEAK Fn14 block | TROY signal inh | NR2F2 inh
1	CC(OC(=O)c1ccc2ncsc2c1)C(=O)N(C)C1CCCCC1 (stereo not drawn)
    3 | -4 | 12 | 4 | -14 | 0 | -20 | 3 | -19 | 2 | -6
2	COC(=O)c1cn(NC(=O)Cc2ccc(OC)c(OC)c2)c(=O)c2ccccc12
    -2 | -3 | -14 | 6 | 13 | -6 | -3 | 10 | -10 | 13 | -2
3	O=C(N/N=C/c1ccc2c(c1)OCO2)C1COc2ccccc2O1 (stereo not drawn)
    -4 | -9 | 11 | -24 | -7 | 13 | 6 | 1 | -1 | -14 | 0
4	O=C1C=C(c2ccccc2)OC2(CCCC2)O1
    10 | -6 | -1 | -1 | -8 | -2 | 52 | -6 | -8 | -18 | 13
5	CC(C)c1cc(CNC(=O)CCc2nnc(CCCCc3ccccc3)o2)on1
    -4 | -2 | 7 | -7 | -25 | -6 | -19 | 15 | -34 | -3 | 11
6	Cc1ccc(S(=O)(=O)Nc2cccc(C(=O)NCCN3CCOCC3)c2)cc1F
    -6 | -4 | -2 | 4 | 5 | 11 | 12 | 3 | 8 | -4 | 14
7	COc1ccccc1C1C(C(=O)c2sc(C)nc2C)=C(O)C(=O)N1CCN1CCOCC1 (stereo not drawn)
    -2 | -16 | -2 | -13 | -68 | 14 | 3 | -7 | -2 | -41 | -20
8	O=[N+]([O-])c1ccc(Oc2ccc(-c3cnc4ccccc4n3)cc2[N+](=O)[O-])cc1
    -17 | -4 | 28 | 1 | -18 | 15 | -11 | 17 | 18 | -12 | -10
9	c1coc(Cn2c(SCc3nc4ccccc4[nH]3)nnc2-c2cccs2)c1
    4 | 17 | 0 | 0 | -5 | 2 | 8 | 1 | -2 | 21 | 13
10	CN(C(=O)COC(=O)c1ccccc1NC(=O)c1ccco1)C1CCS(=O)(=O)C1 (stereo not drawn)
    -3 | 11 | -3 | -3 | -4 | 2 | 1 | -5 | -13 | -16 | 11
11	Cc1ccc(OCc2cc(C(=O)NCC3COCCO3)no2)cc1C (stereo not drawn)
    2 | -6 | 18 | -3 | -74 | 10 | -3 | -26 | -11 | -5 | -9
12	O=C(COc1ccccc1)NCC(=O)Nc1ccncc1
    -10 | 3 | -4 | 1 | -3 | 14 | 5 | -10 | 13 | 7 | -11
13	CC(C)c1ccc(NC(=O)Cn2c(=O)oc3ccccc32)cc1
    8 | 11 | -19 | 2 | -12 | 18 | -19 | 12 | -18 | -2 | 14
14	CCCN1Cc2cccc(C(=O)N3CCN(c4ccc(F)cc4)CC3)c2C1=O
    13 | -13 | -10 | -4 | -9 | -5 | 7 | 3 | 8 | -7 | 0
15	CSCCC(NS(=O)(=O)c1ccc2ccccc2c1)C(=O)OCC(=O)c1ccc(C(C)C)cc1 (stereo not drawn)
    -1 | -6 | -6 | 6 | 11 | -5 | 7 | -9 | 18 | -4 | 3
16	CC1CCN(Cc2ccc(-c3nnn(CC(=O)Nc4ccccc4Cl)n3)cc2)CC1
    0 | -7 | 8 | 7 | -7 | 11 | -20 | 87* | -18 | 0 | 13
17	N#Cc1c(-c2ccc3c(c2)OCO3)cc[nH]c1=O
    2 | 19 | -8 | -1 | 18 | 26 | 7 | 2 | 20 | 21 | x
18	O=C(C1=C(O)C(=O)N(c2ccccc2)C1c1ccc([N+](=O)[O-])cc1)c1cccs1 (stereo not drawn)
    2 | 6 | 4 | 0 | -8 | 6 | -7 | -2 | -19 | -22 | -3
19	CC(C)(C)C1CCC(C(=O)OCC(=O)N2CCN(C(=O)c3ccco3)CC2)CC1 (stereo not drawn)
    -7 | -6 | 5 | -15 | 10 | 1 | 16 | 14 | 5 | -7 | 11
20	CCCC(=O)N1CCCC1(C)C(=O)Nc1cc(OC)ccc1OC (stereo not drawn)
    -3 | 10 | -9 | x | -13 | -7 | -14 | 9 | 2 | 5 | 14
21	O=c1[nH]c(C2CCN(S(=O)(=O)c3ccc(F)cc3)CC2)nc2c1nnn2Cc1ccc2c(c1)OCCO2
    11 | 18 | 14 | -5 | 4 | 35 | 8 | 5 | -8 | 13 | 17
22	CN(C)S(=O)(=O)NCc1ccc2c(c1)OCO2
    -5 | 13 | 2 | 0 | -10 | -1 | -3 | 6 | 2 | -3 | 15
23	Cc1cccc(-c2cnc(C(O)c3cc(C)cc(C)c3)[nH]2)c1 (stereo not drawn)
    0 | 7 | -25 | x | 3 | 13 | 10 | -8 | 0 | -10 | -4
24	Cc1ccccc1C1c2[nH]c3ccccc3c2C[C@H]2C(=O)N(C3CCN(Cc4ccccc4)CC3)CC(=O)N12 (stereo partly drawn)
    -11 | -26 | 29 | -4 | 13 | 25 | 26 | -12 | 0 | -25 | 21
25	CCOc1ccc(Oc2nc(N(CC)CC)nc(N3CCOCC3)n2)nn1
    10 | 4 | 6 | 16 | 2 | -8 | 0 | -7 | -7 | 0 | -28
26	CCCN(CCC)c1nc(NC2CCN(C(=O)OCC)CC2)nc(OC)n1
    -6 | 20 | -6 | -12 | 16 | 8 | -6 | 21 | -1 | 7 | 24
27	Cc1nn(CCC#N)c(NC(=O)c2ccc(Cl)cc2Cl)c1P(=O)(Nc1ccc([N+](=O)[O-])cc1)N1CCOCC1 (stereo not drawn)
    2 | 12 | -4 | -5 | -2 | 3 | -7 | -1 | 10 | -3 | -16
28	COC(=O)[C@]1(C)N[C@H](CN(C)C(=O)Nc2ccccc2)[C@@H]2C(=O)N(Cc3ccccc3)C(=O)[C@@H]21
    7 | 6 | 0 | 3 | 3 | 10 | 15 | 2 | -7 | -4 | -17
29	COc1nc(Cl)cn(-c2ccc(Cl)cc2)c1=O
    -9 | 3 | -5 | 3 | -1 | 20 | 2 | 0 | -2 | -20 | 8
30	NC(=O)c1oc2ccc(Cl)cc2c1N
    -4 | 10 | 2 | 12 | 5 | -2 | -8 | 5 | 1 | 5 | -8

Next section, overlapping the part above by 5 compounds.
Each structure is followed by: KKLEB tox | NCOA3 inh | TRAIL sens C8 | EBV LMP1 NFkB | SRC1 inh | CF NFkB inh | NR5A2 inv ag | Shn3 3UTR inh | TWEAK Fn14 block | TROY signal inh | NR2F2 inh
26	CCCN(CCC)c1nc(NC2CCN(C(=O)OCC)CC2)nc(OC)n1
    -6 | 20 | -6 | -12 | 16 | 8 | -6 | 21 | -1 | 7 | 24
27	Cc1nn(CCC#N)c(NC(=O)c2ccc(Cl)cc2Cl)c1P(=O)(Nc1ccc([N+](=O)[O-])cc1)N1CCOCC1 (stereo not drawn)
    2 | 12 | -4 | -5 | -2 | 3 | -7 | -1 | 10 | -3 | -16
28	COC(=O)[C@]1(C)N[C@H](CN(C)C(=O)Nc2ccccc2)[C@@H]2C(=O)N(Cc3ccccc3)C(=O)[C@@H]21
    7 | 6 | 0 | 3 | 3 | 10 | 15 | 2 | -7 | -4 | -17
29	COc1nc(Cl)cn(-c2ccc(Cl)cc2)c1=O
    -9 | 3 | -5 | 3 | -1 | 20 | 2 | 0 | -2 | -20 | 8
30	NC(=O)c1oc2ccc(Cl)cc2c1N
    -4 | 10 | 2 | 12 | 5 | -2 | -8 | 5 | 1 | 5 | -8
31	O=C(O)CCC1(CCC(=O)O)CCCC(CCC(=O)O)(CCC(=O)O)C1=O
    -12 | 2 | -3 | 2 | -3 | 0 | -2 | 4 | 12 | -13 | 2
32	CCc1nnc(NC(=O)C2Cc3ccccc3CN2S(=O)(=O)c2cccs2)s1 (stereo not drawn)
    -15 | 17 | 21 | -10 | 2 | 3 | -22 | -37 | 4 | -3 | -17
33	COc1ccccc1N1CCN(Cc2nc3ccccc3c(=O)n2CC(C)=O)CC1
    -3 | 0 | -4 | -2 | -21 | 8 | 14 | -4 | -3 | -26 | -11
34	CC(/C=C/c1ccco1)=N/NC(=O)Cc1cccs1
    10 | 3 | -7 | -32 | -23 | -4 | -2 | -2 | -1 | -14 | -10
35	O=C(Cn1nnc2ccccc2c1=O)N1CCCc2ccccc21
    17 | -26 | -9 | 2 | 0 | 1 | -7 | 12 | -11 | 8 | 3
36	O=C(Nc1ccc(C(=O)N2CCCc3ccccc32)cc1)c1cccs1
    1 | -3 | -5 | 13 | 11 | 9 | -9 | -10 | 3 | -22 | -8
37	COCC(C)n1c(C)cc(C(=O)COC(=O)c2nc3nc(C)cc(C)n3n2)c1C (stereo not drawn)
    0 | 13 | -28 | -1 | -8 | 3 | -1 | -7 | -5 | 8 | -6
38	CC1(C(=O)Nc2ccc(Cl)c(C(F)(F)F)c2)Cc2c(-c3ccc4c(c3)OCO4)ccnc2O1 (stereo not drawn)
    -12 | -23 | 5 | x | -1 | 1 | 17 | 8 | -2 | 12 | 5
39	Cc1ccc(N2C(=O)NC3(CCCCC3)C2=O)cc1
    7 | -14 | -2 | 0 | -24 | -2 | -14 | -13 | -20 | -14 | 5
40	COc1cccc(NC(=O)c2ccc(NCCCN3CCC(C)CC3)c([N+](=O)[O-])c2)c1
    -12 | 9 | 2 | -12 | -3 | -7 | 7 | 0 | -3 | -2 | 2
41	COc1cc(/C=C/C(=O)Nc2cc(C(F)(F)F)ccc2Cl)cc(OC)c1OC
    0 | 7 | 38 | 4 | -2 | -11 | 5 | 7 | 30 | -1 | -11
42	CCCCn1c(N)c(N(CC(C)C)C(=O)Cc2ccc(S(=O)(=O)N3CCOCC3)s2)c(=O)[nH]c1=O
    15 | -2 | 3 | -2 | 10 | -20 | -2 | -22 | 14 | -13 | 1
43	Cc1ccc(-c2oc3ncnc(N)c3c2-c2ccc(C)cc2)cc1
    -8 | -3 | 15 | 11 | 6 | 25 | 28 | 8 | -65 | -12 | -2
44	CCOC(=O)N1CCc2c(sc3ncn(C)c(=O)c23)C1
    8 | 27 | 13 | -2 | -32 | 1 | -2 | -3 | 1 | -1 | -10

Reformatted: 2 of the compounds above
cpd	structure	KKLEB tox	NCOA3 inh	TRAIL sens C8	EBV LMP1 NFkB	SRC1 inh	CF NFkB inh	NR5A2 inv ag	Shn3 3UTR inh	TWEAK Fn14 block	TROY signal inh	NR2F2 inh
20	CCCC(=O)N1CCCC1(C)C(=O)Nc1cc(OC)ccc1OC (stereo not drawn)	-3	10	-9	x	-13	-7	-14	9	2	5	14
21	O=c1[nH]c(C2CCN(S(=O)(=O)c3ccc(F)cc3)CC2)nc2c1nnn2Cc1ccc2c(c1)OCCO2	11	18	14	-5	4	35	8	5	-8	13	17

Shn3 3UTR inh: hit marks shown above
nr	molecule	NCOA3 inh	EBV LMP1 NFkB	SRC1 inh	CF NFkB inh	NR5A2 inv ag	Shn3 3UTR inh	TWEAK Fn14 block	NR2F2 inh
16	CC1CCN(Cc2ccc(-c3nnn(CC(=O)Nc4ccccc4Cl)n3)cc2)CC1	-7	7	-7	11	-20	87*	-18	13

Some of the compounds tested; the hit share may differ from the screen's.
